Exocytosis inh: blocks lytic granule exocytosis; TALL-104 LAMP-1 surface exposure, flow cytometry; cells stimulated with thapsigargin and PMA; inhibition, % at 10 µM; 360,000 tested, 0.66% active; AID 651702;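 active = inhibition above about 55%, limit read from the data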
CaV13 FRET inh: Primary screen for inhibitors of IQ motif and Ca2+-dependent inactivation inhibitor domain binding in CACNA1D, Förster resonance energy transfer in living cells, … | inhibition, % at 12.3 µM | HEK cells, CFP/YFP FRET ICDI-IQ, plate reader, 10 min; percent FRET-ratio fall versus neutral wells | 340,000 tested, 0.098% active | AID 743397;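 active = mean replicate inhibition of at least 30% and at least 1% of replicates passing that level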;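 note: 0% = median of the neutral control wells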
HIF-2a block: inhibitors of HIF-2a. 786-0 RCC cells HIF-2a reporter, luciferase luminescence, overnight. inhibition, % at 18.8 µM. 360,000 tested, 0.72% active. AID 624352;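 active = inhibition of the luminescence signal of 40% or more relative to plate controls, in a single-dose primary screen at 18.75 µM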
aDG glyco up: alpha-DG glycosylation activation; Pro5-aDG cells, alpha-DG glycosylation AlphaScreen (IIH6); 0% Pro5, 100% B10-LARGE cell signal; 360,000 tested, 0.22% active; activation, % at 10 µM;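 active = activation of at least 8% versus controls, or a plate z-score of at least 8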;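 note: Pro5 are CHO cells carrying HIG-tagged alpha-DG that lacks glycosylation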
* marks the source's active call; other numbers are inactive results.

For COc1ccc(C(=O)C(=O)N2CCC(c3ccccc3)CC2)cn1 the results were Exocytosis inh -3, CaV13 FRET inh -3, HIF-2a block -16 and aDG glyco up 0.1.
`O=c1c(-c2cccs2)nc2ccccc2n1C(CCc1ccccc1)c1nc2ccccc2[nH]1` (centres undefined) gave Exocytosis inh 0, CaV13 FRET inh -19, HIF-2a block 3 and aDG glyco up -0.3.
`O=C(NC1CCCCC1)C(c1ccncc1)n1c(=O)c(-c2ccccc2)nc2ccccc21` (centres undefined) gave Exocytosis inh -5, CaV13 FRET inh -10, HIF-2a block -55 and aDG glyco up 0.0.
Screening CCOC(=O)[C@]12CCCC=C1N(CCC1=CCCCC1)C(=O)[C@H](CC(=O)NCC13CC4CC(CC(C4)C1)C3)C2 returned Exocytosis inh 5, CaV13 FRET inh -4, HIF-2a block -22 and aDG glyco up 0.2.
For COC(=O)[C@@]12C[C@@H](CC(=O)N3CCCC3)C(=O)N(Cc3ccc4c(c3)OCO4)C1=CCC(C)(C)C2 the results were Exocytosis inh 4, CaV13 FRET inh -11, HIF-2a block 3 and aDG glyco up 0.1.
`CCOC(=O)[C@]12CCCC=C1N(Cc1ccccc1)C(=O)[C@H](CC(=O)N1CCCC1)C2` gave Exocytosis inh -7, CaV13 FRET inh -3, HIF-2a block 4 and aDG glyco up -0.1.
CC(C(=O)NC(C)(C)C)n1c(C(c2ccccc2)c2ccccc2)nc2ccccc21 (centres undefined) was read as Exocytosis inh -8, CaV13 FRET inh -14, HIF-2a block 0 and aDG glyco up -0.1.
CC(C(=O)NC(C)(C)C)n1c(-c2ccccc2)nc2ccccc21 (centres undefined) was read as Exocytosis inh 10, CaV13 FRET inh -9, HIF-2a block -83 and aDG glyco up 0.1.
`COc1ccc(CCC(=O)N2c3ccccc3N=C(c3ccc(C(F)(F)F)cc3)C2C(=O)NC2CCCC2)cc1` (centres undefined) gave Exocytosis inh -4, CaV13 FRET inh -13, HIF-2a block -65 and aDG glyco up -0.2.
`CCOC(=O)[C@]12CCCC=C1N(CCC1=CCCCC1)C(=O)[C@H](CC(=O)N1CCOCC1)C2` gave Exocytosis inh 2, CaV13 FRET inh -5, HIF-2a block 5 and aDG glyco up 0.2.

Copied from above for reference:
For COc1ccc(C(=O)C(=O)N2CCC(c3ccccc3)CC2)cn1 the results were Exocytosis inh -3, CaV13 FRET inh -3, HIF-2a block -16 and aDG glyco up 0.1.
`O=c1c(-c2cccs2)nc2ccccc2n1C(CCc1ccccc1)c1nc2ccccc2[nH]1` (centres undefined) gave Exocytosis inh 0, CaV13 FRET inh -19, HIF-2a block 3 and aDG glyco up -0.3.

Remaining list, next part
`CC(C)(C)N1C(=O)c2ccccc2NC(=O)C1C(=O)NCCc1ccccc1F` (centres undefined) gave Exocytosis inh 1, CaV13 FRET inh -10, HIF-2a block 8 and aDG glyco up 0.0.
O=C(Nc1ccc2c(c1)OCCO2)C(c1ccccc1F)n1c(=O)c(-c2ccco2)nc2ccccc21 (centres undefined) was read as Exocytosis inh -3, CaV13 FRET inh -7, HIF-2a block -13 and aDG glyco up -0.2.
CC(C)C(C(=O)NC1CCCC1)N1CCN(c2ncccc2C#N)CC1 (centres undefined) was read as Exocytosis inh -7, CaV13 FRET inh -4, HIF-2a block 12 and aDG glyco up 0.0.
Screening CC(C)(C)NC(=O)C(c1cccc2ccccc12)n1c(=O)c(-c2cc3ccccc3[nH]2)nc2ccccc21 (centres undefined) returned Exocytosis inh 6, CaV13 FRET inh -26, HIF-2a block 1 and aDG glyco up 2.0.
For CCOC(=O)[C@]12CCCC=C1N(Cc1ccccc1)C(=O)[C@H](CC(=O)N1CCN(C(=O)c3ccco3)CC1)C2 the results were Exocytosis inh 11, CaV13 FRET inh -11, HIF-2a block 5 and aDG glyco up -0.2.
For CC(C)NC(=O)C1(C)CN(S(C)(=O)=O)CC(=O)N1C1CCCCCC1 (centres undefined) the results were Exocytosis inh -4, CaV13 FRET inh -14, HIF-2a block 7 and aDG glyco up -0.2.
Screening COCC(=O)N[C@H]1CC[C@@H](CC(=O)OC)O[C@@H]1CO returned Exocytosis inh -2, CaV13 FRET inh -6, HIF-2a block 4 and aDG glyco up 0.5.
For Cc1ccccc1S(=O)(=O)NCC[C@@H]1CC[C@@H](NC(=O)C2CCCC2)[C@@H](CO)O1 the results were Exocytosis inh 4, CaV13 FRET inh -7, HIF-2a block 12 and aDG glyco up 5.2.
For COC1=CC(=O)OC(c2ccc(C(F)(F)F)cc2)C1 (centres undefined) the results were Exocytosis inh -1, CaV13 FRET inh -11, HIF-2a block -21 and aDG glyco up -0.1.
`COC(=O)C1(C(=O)OC)C[C@H](/C=C/c2ccccc2)N(Cc2ccccc2OC)[C@@H]1c1ccccc1` gave Exocytosis inh 11, CaV13 FRET inh -3, HIF-2a block 1 and aDG glyco up 0.2.
Screening COc1cc2c(cc1OCc1ccccc1)/C(=C/C(=O)OCc1ccccc1)OC2 returned Exocytosis inh -6, CaV13 FRET inh -9, HIF-2a block -5 and aDG glyco up -0.2.
Screening COC(=O)C[C@H]1C=C[C@@H](NC(=O)c2ccncc2)[C@@H](CO)O1 returned Exocytosis inh -2, CaV13 FRET inh -4, HIF-2a block 0 and aDG glyco up -0.1.
`CCNC(=O)C[C@@H]1C=C[C@@H](NS(=O)(=O)c2ccc(F)cc2)[C@@H](CO)O1` gave Exocytosis inh 2, CaV13 FRET inh -5, HIF-2a block 13 and aDG glyco up 0.1.
For CCOC(=O)[C@]12CCCC=C1N(CCC1=CCCCC1)C(=O)[C@H](CC(=O)NCc1ccc(OC)c(OC)c1)C2 the results were Exocytosis inh 7, CaV13 FRET inh -17, HIF-2a block 6 and aDG glyco up 0.1.
`COc1ccc(C(C(=O)NCc2ccccc2)n2c(-c3ccccn3)nc3ccccc32)cc1` (centres undefined) gave Exocytosis inh -2, CaV13 FRET inh -5, HIF-2a block 1 and aDG glyco up 0.1.
Screening CCCCNC(=O)C1C(c2ccccc2)=Nc2ccccc2N1C(=O)c1ccc(C)cc1 (centres undefined) returned Exocytosis inh -10, CaV13 FRET inh -16, HIF-2a block -18 and aDG glyco up -0.1.
O=C(NC1CCCC1)C(c1ccco1)N1CCN(c2c(Cl)cncc2Cl)CC1 (centres undefined) was read as Exocytosis inh -8, CaV13 FRET inh -6, HIF-2a block 10 and aDG glyco up 1.2.
COC(=O)[C@@]12C[C@@H](CC(=O)NCCc3ccccc3OC)C(=O)N(Cc3ccccc3)C1=CCC(C)(C)C2 was read as Exocytosis inh 26, CaV13 FRET inh -11, HIF-2a block -36 and aDG glyco up 0.4.
CN(C)CC(=O)N[C@@H]1CC[C@@H](CCNS(=O)(=O)c2ccccc2)O[C@@H]1CO was read as Exocytosis inh -8, CaV13 FRET inh -5, HIF-2a block 6 and aDG glyco up -0.2.
For COC(=O)[C@@]12C[C@@H](CC(=O)NCCCCc3ccccc3)C(=O)N(Cc3ccccc3)C1=CCC(C)(C)C2 the results were Exocytosis inh 16, CaV13 FRET inh -17, HIF-2a block -1 and aDG glyco up 0.1.
For O=C(NCc1ccccc1)C(c1ccc(F)cc1)N1CCN(CCN2CCOCC2)CC1 (centres undefined) the results were Exocytosis inh -18, CaV13 FRET inh -7, HIF-2a block 1 and aDG glyco up -0.1.
`O=C(Nc1cc(Cl)cc(Cl)c1)N[C@@H]1CC[C@@H](CCNS(=O)(=O)c2cccc(F)c2)O[C@@H]1CO` gave Exocytosis inh -4, CaV13 FRET inh -5, HIF-2a block -10 and aDG glyco up 0.0.
Cc1ccc(S(=O)(=O)N2[C@H](CC(=O)c3cccs3)OC[C@@H]2C)cc1 was read as Exocytosis inh -3, CaV13 FRET inh -8, HIF-2a block 2 and aDG glyco up 0.1.
Screening O=C(C[C@H]1CC[C@@H](NC(=O)Cc2cccnc2)[C@@H](CO)O1)NCc1ccc2c(c1)OCO2 returned Exocytosis inh -4, CaV13 FRET inh -4, HIF-2a block 16 and aDG glyco up 0.5.
Nc1c(-c2ccc(C(F)(F)F)cc2)nc2ncccn12 was read as Exocytosis inh -9, CaV13 FRET inh -17, HIF-2a block -82 and aDG glyco up -0.3.
For O=C(NC1CCCCC1)C(C1CC1)n1c(=O)c(-c2ccccc2)nc2ccccc21 (centres undefined) the results were Exocytosis inh -2, CaV13 FRET inh -11, HIF-2a block 20 and aDG glyco up 0.3.
`CCOC(=O)[C@]12CCCC=C1N(CCc1ccc(OC)c(OC)c1)C(=O)[C@H](CC(=O)NCc1ccc(C)o1)C2` gave Exocytosis inh 2, CaV13 FRET inh -4, HIF-2a block 6 and aDG glyco up 0.1.
`COC(=O)C1=CN(c2ccc(F)cc2)C(N)=C(C#N)C1c1cccc(F)c1` (centres undefined) gave Exocytosis inh 9, CaV13 FRET inh -9, HIF-2a block 5 and aDG glyco up 0.4.
Screening Cc1cccc(C)c1NC(=O)C1(C)CSCC(=O)N1CCc1c[nH]c2ccccc12 (centres undefined) returned Exocytosis inh -1, CaV13 FRET inh -7, HIF-2a block 15 and aDG glyco up 3.6.
`O=C(NCc1ccc2c(c1)OCO2)OCc1ccccc1` gave Exocytosis inh 2, CaV13 FRET inh -4, HIF-2a block -145 and aDG glyco up 0.2.
For CCOC(=O)CC1(C)Oc2cc(Cl)ccc2N1S(=O)(=O)c1ccc(C)cc1 (centres undefined) the results were Exocytosis inh 1, CaV13 FRET inh -16, HIF-2a block -6 and aDG glyco up -0.2.
`C#CCn1c2ccccc2c(=O)n1CCOc1ccccc1OC` gave Exocytosis inh 8, CaV13 FRET inh -16, HIF-2a block 11 and aDG glyco up 0.3.
Screening N#Cc1cccnc1N1CCN(C(C(=O)NC2CCCC2)c2ccco2)CC1 (centres undefined) returned Exocytosis inh -4, CaV13 FRET inh -4, HIF-2a block -4 and aDG glyco up 0.0.
Screening O=C(Nc1ccc2c(c1)OCCO2)C(c1ccncc1)n1c(=O)c(-c2cc3ccccc3[nH]2)nc2ccccc21 (centres undefined) returned Exocytosis inh -2, CaV13 FRET inh -3, HIF-2a block -136 and aDG glyco up 0.0.
`COC(=O)C1=CN(c2ccc(Oc3ccccc3)cc2)C(N)=C(C#N)C1c1cccc(OC)c1OC` (centres undefined) gave Exocytosis inh 3, CaV13 FRET inh -18, HIF-2a block -31 and aDG glyco up 0.0.
`CC(C)c1cc(Cn2c3ccccc3c(=O)n2C(C)Cn2cc(-c3ccc(C(C)(C)C)cc3)nn2)on1` (centres undefined) gave Exocytosis inh 14, CaV13 FRET inh -14, HIF-2a block 17 and aDG glyco up 0.1.
`O=C(NC1CCCC1)C(C1CC1)n1c(-c2ccccn2)nc2ccccc21` (centres undefined) gave Exocytosis inh -3, CaV13 FRET inh -16, HIF-2a block 10 and aDG glyco up -0.1.
`Cc1ccc(OCc2nc3ccccc3n2C(C)C(=O)Nc2c(C)cccc2C)cc1` (centres undefined) gave Exocytosis inh -3, CaV13 FRET inh -9, HIF-2a block -36 and aDG glyco up 0.4.
`Cc1cc(NC(=O)OC(C)(C)C)c(-n2nnnc2C(C(=O)c2ccc3c(c2)OCO3)N2CCN(c3ccccn3)CC2)cc1C` (centres undefined) gave Exocytosis inh 7, CaV13 FRET inh -15, HIF-2a block -12 and aDG glyco up 0.0.
`Cc1cccc(C)c1NC(=O)C1(C)CN(S(C)(=O)=O)CC(=O)N1CCCn1ccnc1` (centres undefined) gave Exocytosis inh 4, CaV13 FRET inh -15, HIF-2a block -2 and aDG glyco up -0.2.
Screening COc1cc2c(cc1OC)/C(=C/C(C)=O)OC2 returned Exocytosis inh 1, CaV13 FRET inh -15, HIF-2a block 4 and aDG glyco up 0.4.
`O=C(NC1CCCC1)C(c1ccccc1)n1c(CSCCOc2ccccc2)nc2ccccc21` (centres undefined) gave Exocytosis inh -3, CaV13 FRET inh -12, HIF-2a block 65* and aDG glyco up 0.4.
For CCOC(=O)N1CCN(C(=O)C[C@@H]2C[C@@]3(C(=O)OC)CC(C)(C)CC=C3N(CCc3ccc(OC)c(OC)c3)C2=O)CC1 the results were Exocytosis inh -7, CaV13 FRET inh -5, HIF-2a block 3 and aDG glyco up 0.2.

Compounds from the list above with a furan ring, fused or not, in the order listed:
O=C(Nc1ccc2c(c1)OCCO2)C(c1ccccc1F)n1c(=O)c(-c2ccco2)nc2ccccc21 (centres undefined) was read as Exocytosis inh -3, CaV13 FRET inh -7, HIF-2a block -13 and aDG glyco up -0.2.
For CCOC(=O)[C@]12CCCC=C1N(Cc1ccccc1)C(=O)[C@H](CC(=O)N1CCN(C(=O)c3ccco3)CC1)C2 the results were Exocytosis inh 11, CaV13 FRET inh -11, HIF-2a block 5 and aDG glyco up -0.2.
O=C(NC1CCCC1)C(c1ccco1)N1CCN(c2c(Cl)cncc2Cl)CC1 (centres undefined) was read as Exocytosis inh -8, CaV13 FRET inh -6, HIF-2a block 10 and aDG glyco up 1.2.
`CCOC(=O)[C@]12CCCC=C1N(CCc1ccc(OC)c(OC)c1)C(=O)[C@H](CC(=O)NCc1ccc(C)o1)C2` gave Exocytosis inh 2, CaV13 FRET inh -4, HIF-2a block 6 and aDG glyco up 0.1.
Screening N#Cc1cccnc1N1CCN(C(C(=O)NC2CCCC2)c2ccco2)CC1 (centres undefined) returned Exocytosis inh -4, CaV13 FRET inh -4, HIF-2a block -4 and aDG glyco up 0.0.

These rows are one share of the data; count on the stated rates, not on these rows.
